Mito fusion act = blocks mitochondrial division or promotes mitochondrial fusion. S. cerevisiae fusion-defective mutant growth rescue, CellTiterGlo 48 h. Potency, µM (highest dose often 46.1 µM), for inactives: top-dose growth rescue (activation), usual class: activators. actives 0.23% (n = 320,000). AID 485298;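 further: potency means the concentration at half of the fitted maximal effect; % of control where 0% means no effect; nearly all actives have a fitted effect of over 45% in size; temperature-sensitive fusion mutants such as fzo1-1 at 37 °C on non-fermentable ethanol glycerol medium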
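S. cerevisiae fusion-defective temperature-sensitive mutants (e.g. fzo1-1, mgm1-5) grown 48 h at 37C in YPEG (ethanol/glycerol non-fermentable) medium with 23 nl compound per well; growth rescue read as CellTiterGlo luminescence.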
BCR signal inh = inhibitors of chronic active B-cell receptor signaling | ABC-DLBCL IkBa-CBG/CBR reporter, luminescence ratio, 4 h | Potency, µM (highest dose often 46.1 µM), for inactives: top-dose ratio change, negative = lower green/red ratio, hits mostly inhibitors | actives 0.05% (n = 340,000); active means well fitted inhibition curve with a large enough effect in the signal ratio, with a control signal flat, not every such curve was filed as active; inconclusive means small, poorly fitted or top-dose-only effect, or effect the other way, or a change in a side signal; the % refers to the signal ratio;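 further: potency means the concentration at half of the fitted maximal effect; plate controls were basal doxycycline-induced cells for no effect and cells given 10 µM MG132 for full effect; MG132 reads +100%, hits lower the ratio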
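TMD8 ABC-DLBCL cells carrying doxycycline-inducible green luciferase fused to IkappaBalpha plus unfused red luciferase were exposed to compounds (up to 46 uM) for 4 hrs at 37C. Activity came from the overlap-corrected green/red luminescence ratio.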
Integrin act MD = activators of alpha7 integrin expression for muscular dystrophy | alpha7betagal myoblasts, beta-gal FDG fluorescence, 48 h | Potency, µM (doses to about 38.3 µM), for inactives: top-dose activation, usual class: activators | actives 0.064% (n = 350,000) | AID 624291;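 further: potency means the concentration at half of the fitted maximal effect; 100% = response of the positive control SU9516; nearly all actives have a fitted effect of over 60% in size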
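Alpha7betagal+/- myoblasts (passage 13) were plated 16-24 hr, then exposed to compounds (1:260 dilution of DMSO stock) for 48 hours at 37C. After MPER lysis, β-galactosidase reporter activity was read as FDG fluorescence (ex 480/em 540) after 30 minutes.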
ELG1 repair inh = blocks ELG1-dependent DNA repair in HEK293T cells; HEK293T ELG1-luciferase reporter, luminescence, 16 h; DNA damage induced by 5-fluorouridine; Potency, µM (top dose mostly 46.1 µM), inactives show top-dose activity change, negative = inhibition, usual class: inhibitors; actives 2.3% (n = 330,000); further: potency means the concentration at half of the fitted maximal effect; on the % scale 0 is the no-effect control and ±100 the full control effect; nearly all actives have a fitted effect of over 55% in size
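HEK293T cells expressing luciferase-tagged ELG1 (2,000/well) received 5-Fluorouridine plus compound or DMSO for 16 hr at 37 °C. Luciferase was read by ONE-Glo luminescence after 30 min at room temperature.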
TCR activator = activators of T cell receptors | 330,000 tested, under 10 active | AID 504894 | primary human leukocytes, anti-CD3, IL-2 HTRF, 48 h | Potency, µM (titrated, usually from 9.22 µM), for inactives: at the highest dose activation of IL-2 secretion, hits mostly activators; further: % of control where 0% means no effect
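Human primary leukocytes + a-CD3 beads + cpd, 48 hr; IL-2 in supernatant by HTRF (ex 320nm / em 665nm). No co-stimulatory signal supplied.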
PTAP TSG101 blk = blocks PTAP/TSG101 interaction to inhibit HIV-1 budding. Fluorescence polarization, FITC-PTAP peptide / Tsg101 binding. Potency, µM (titrated, usually from 115 µM), without a hit: at the highest dose activity change, negative = inhibition, usual class: inhibitors. 340,000 tested, under 10 active. AID 493005; active means well fitted inhibition curve with a large enough effect in the main read-out, with a control signal flat, not every such curve was filed as active; inconclusive means small, poorly fitted or top-dose-only effect, or effect the other way, or a change in a side signal; inactive means no such curve, though single readings can be large or run the other way; further: potency means the concentration at half of the fitted maximal effect; % of control where 0% means no effect
Target sequence (Q99816 whole entry, looked up): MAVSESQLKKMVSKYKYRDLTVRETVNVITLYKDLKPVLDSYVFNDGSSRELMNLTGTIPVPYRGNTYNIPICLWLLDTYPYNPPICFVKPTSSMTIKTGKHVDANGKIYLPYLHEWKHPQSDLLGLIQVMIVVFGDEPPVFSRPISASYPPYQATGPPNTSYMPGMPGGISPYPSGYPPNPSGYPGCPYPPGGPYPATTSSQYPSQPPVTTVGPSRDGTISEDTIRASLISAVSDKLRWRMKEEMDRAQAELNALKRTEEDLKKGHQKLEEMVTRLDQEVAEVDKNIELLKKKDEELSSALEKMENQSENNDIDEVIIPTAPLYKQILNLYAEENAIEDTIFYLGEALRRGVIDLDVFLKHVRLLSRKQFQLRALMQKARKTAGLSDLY
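Fluorescence polarization binding of Tsg101 binding domain (10 uM final) to FITC-labeled PTAP peptide (50 nM final) in HEPES pH 7.5 buffer with NaCl, Tween 20, EDTA, TCEP. Compounds added before peptide; binding 20 min at RT.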
Tb PFK block = inhibitors of T. brucei phosphofructokinase | O15648 | Potency, µM (highest dose often 57.5 µM), without a hit: at the top dose activity, negative = inhibition, actives largely listed as inhibitors | T. brucei PFK, ADP-Glo luminescence | actives 0.17% (n = 330,000);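 further: potency means the concentration at half of the fitted maximal effect; 0% = uninhibited 1x PFK enzyme wells and -100% = no-enzyme wells; nearly all actives have a fitted effect of over 60% in size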
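1.25 nM PFK with 0.5 mM F6P and 0.1 mM ATP in 0.1 M TEA pH 8.0, 5 mM MgCl2, incubated 45 min at room temperature; ADP measured by ADP-Glo luminescence; compounds titrated up to 57 uM.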
TSHR antag = antagonists of human thyroid stimulating hormone receptor | P16473 | TSHR-expressing cells, TSH-stimulated cAMP HTRF, 2 h; stronger effect = lower value | activity change, negative = inhibition, % at 11.5 µM | actives 0.2% (n = 330,000) | AID 504810;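 active means activity change below a set negative limit, meaning inhibition stronger than a set level, cut at about -70% in these data; inconclusive means activity change between two set negative limits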; further: on the % scale 0 is the no-effect control and ±100 the full control effect
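Antagonism was scored as loss of TSH-driven cAMP in TSHR cells, stimulated with 4nM TSH (EC80) for 2 hours at 37 deg C and detected by homogeneous HTRF competition immunoassay.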
S-ASM inh = blocks human secretory acid sphingomyelinase | P17405 | placental ASM, HMU-PC fluorogenic substrate, 60 min | Potency, µM (top dose mostly 57.5 µM), for inactives: at the top dose activity change, negative = inhibition, actives largely listed as inhibitors | actives 0.006% (n = 340,000) | AID 504937; further: potency means the concentration at half of the fitted maximal effect
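Human placenta-derived ASM preincubated with compound 10 min at room temperature, then reacted with 9 uM (final) fluorogenic HMU-PC substrate for 60 min at 37 C. Stop solution raises pH to 10; fluorescence read at Ex 386/Em 447 nm.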
AT treatment = candidate therapy for ataxia-telangiectasia. AID 485349. Potency, µM (highest dose often 57.5 µM), for the others: at the highest dose activation, actives largely listed as activators. […] A-T fibroblasts, KAP-1 phosphorylation AlphaLISA; neocarzinostatin DNA damage 30 min before lysis. actives 0.19% (n = 320,000); further: potency means the concentration at half of the fitted maximal effect; % of control where 0% means no effect; nearly all actives have a fitted effect of over 45% in size
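hTERT-immortalized A-T patient fibroblasts ([…]), 500 cells/well in OPTI-MEM, 1% FBS, got compounds for 60 min, then NCS for 30 min at 37C. Lysates were then assayed for phospho-KAP-1 by AlphaLISA (anti-pKAP1 donor, anti-KAP1 acceptor beads), 6 hr at 25C.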
Eya2 phos inh = Eya2 (human) phosphatase inhibition. AID 488837. recombinant Eya2, OMFP fluorescence dephosphorylation (OMFP is methylfluorescein phosphate). actives 0.006% (n = 330,000). Potency, µM (highest dose often 76.9 µM), without a hit: at the highest dose activity, negative = inhibition, hits mostly inhibitors; further: potency means the concentration at half of the fitted maximal effect; on the % scale 0 is the no-effect control and ±100 the full control effect
Target sequence (O00167 whole entry, looked up): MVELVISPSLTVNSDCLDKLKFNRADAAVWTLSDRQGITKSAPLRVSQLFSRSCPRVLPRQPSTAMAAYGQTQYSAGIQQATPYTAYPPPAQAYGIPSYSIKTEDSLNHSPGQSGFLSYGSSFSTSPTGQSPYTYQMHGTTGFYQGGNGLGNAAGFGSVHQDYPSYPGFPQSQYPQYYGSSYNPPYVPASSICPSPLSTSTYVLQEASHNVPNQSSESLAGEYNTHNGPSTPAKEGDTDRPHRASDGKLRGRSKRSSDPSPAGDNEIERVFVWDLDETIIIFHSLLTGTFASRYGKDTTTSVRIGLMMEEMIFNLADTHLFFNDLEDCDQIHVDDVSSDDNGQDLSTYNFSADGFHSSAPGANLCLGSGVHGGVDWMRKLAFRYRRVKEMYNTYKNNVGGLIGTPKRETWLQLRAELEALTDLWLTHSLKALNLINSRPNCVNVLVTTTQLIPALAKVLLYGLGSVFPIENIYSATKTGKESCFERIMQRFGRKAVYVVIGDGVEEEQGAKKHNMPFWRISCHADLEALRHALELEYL
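Eya2 (0.2 uM) preincubated 10 min at ambient with compound, then OMFP substrate added at 50 uM; 10 min reaction in 50 mM HEPES pH 7.5, 50 mM NaCl, 5 uM MgCl2, 0.05% BSA, 1 mM DTT. Fluorescence read at Ex 485/Em 525 nm.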
* marks the source's active call; other numbers are inactive results; ? = inconclusive; . = not tested or not shown; [ ] = another dose, or the depositor's remark. Unless noted, the call rests on the fitted dose curve; in most records, active means well fitted curve in the direction sought with a large enough effect; inconclusive means small, poorly fitted or top-dose-only effect, or another doubt; inactive means no such curve, though single readings can be large; an effect the other way counts as inactive or inconclusive.

Start of the listing, in advance, five compounds:
SMILES	Mito fusion act	BCR signal inh	Integrin act MD	ELG1 repair inh	TCR activator	PTAP TSG101 blk	Tb PFK block	TSHR antag	S-ASM inh	AT treatment	Eya2 phos inh
CS(=O)(=O)N(CC(=O)Nc1ccccc1)c1cccc(Cl)c1Cl	3%	-6%	-15%	-9%	.	-1%	1%	-7	-3%	0%	-12%
O=C(Nc1ccc(N2CCOCC2)c(C(=O)O)c1)c1ccco1	0%	?	.	27%	.	.	3%	-12	.	-1%	14%
O=C(CSc1ccc(-c2ccco2)nn1)NC1CCCCC1	-4%	11%	-9%	3%	3%	-3%	-8%	19	-10%	-1%	10%
O=C(Nc1ccc(Cl)cn1)c1ccc(COc2ccccc2Br)o1	-3%	?	3%	?	5%	2%	-3%	-30	-12%	10%	-15%
Cc1cccc(C)c1NC(=O)NCc1ccco1	4%	1%	18%	-2%	5%	-6%	0%	-3	1%	-14%	?

The whole of this part, from the start:
SMILES	Mito fusion act	BCR signal inh	Integrin act MD	ELG1 repair inh	TCR activator	PTAP TSG101 blk	Tb PFK block	TSHR antag	S-ASM inh	AT treatment	Eya2 phos inh
CS(=O)(=O)N(CC(=O)Nc1ccccc1)c1cccc(Cl)c1Cl	3%	-6%	-15%	-9%	.	-1%	1%	-7	-3%	0%	-12%
O=C(Nc1ccc(N2CCOCC2)c(C(=O)O)c1)c1ccco1	0%	?	.	27%	.	.	3%	-12	.	-1%	14%
O=C(CSc1ccc(-c2ccco2)nn1)NC1CCCCC1	-4%	11%	-9%	3%	3%	-3%	-8%	19	-10%	-1%	10%
O=C(Nc1ccc(Cl)cn1)c1ccc(COc2ccccc2Br)o1	-3%	?	3%	?	5%	2%	-3%	-30	-12%	10%	-15%
Cc1cccc(C)c1NC(=O)NCc1ccco1	4%	1%	18%	-2%	5%	-6%	0%	-3	1%	-14%	?
CN(CCO)c1ccc(-c2n[nH]c(=O)c3ccccc23)cc1[N+](=O)[O-]	3%	?	?	?	10%	-6%	0%	-5	-7%	-1%	-20%
NC(=O)NC(c1ccc(Cl)cc1)c1ccccc1Cl (stereo not drawn)	-2%	3%	2%	-5%	-5%	-3%	2%	3	-2%	4%	0%
COc1ccc(C(=O)Nc2nncs2)cc1S(=O)(=O)N1CCOCC1	2%	16%	34%	24%	1%	-6%	2%	35	2%	15%	-4%
O=C(CCCn1c(=S)[nH]c2cc3c(cc2c1=O)OCO3)N1CCN(c2ccccc2)CC1	3%	-1%	4%	-3%	-5%	-2%	1%	-15	-3%	-5%	2%
CCC(C)NC(=O)CSc1nc2ccccc2c(=O)n1-c1c(C)n(C)n(-c2ccccc2)c1=O (stereo not drawn)	-6%	0%	22%	17%	-3%	-1%	-2%	3	5%	-4%	-1%
CCOC(=O)c1sc(NC(C)=O)cc1C	10%	?	-6%	8%	-2%	0%	0%	5	-2%	3%	11%
COc1cc2c(cc1OC)CN(CCC(=O)c1ccc(Br)cc1)CC2	-5%	?	-40%	-17%	-56%	-3%	-12%	-2	11%	-2%	-27%
CCOc1ccc2oc(C(=O)OC(C(=O)NC(N)=O)C(C)C)c(C)c2c1 (stereo not drawn)	3%	?	23%	0%	0%	0%	0%	-6	10%	-2%	-9%
CC12CN3CCN(CC(C3)/C1=N/N=C/c1cccc([N+](=O)[O-])c1)C2	6%	1%	0%	-17%	0%	-2%	1%	-5	-3%	6%	-4%
COc1ccc(N2CCN(C(=O)C3CCCN(S(=O)(=O)c4cccc5cccnc45)C3)CC2)cc1 (stereo not drawn)	7%	-5%	-9%	?	-5%	-6%	5%	-8	-1%	19%	0%
Cc1ccc(-c2nn3c(C)nnc3s2)cc1NC(=O)c1ccc(OC(C)C)cc1	-6%	?	16%	?	-5%	2%	0%	16	?	-7%	-24%
Cn1cc(CNCc2ccc(OC(F)(F)F)cc2)c(-c2ccc3c(c2)OCCO3)n1	1%	-11%	-54%[inhibitor]	10%	1%	-1%	2%	2	5%	0%	-11%
O=C(c1ccc(CN2CCc3ccccc3C2)cc1)N1CCc2ccccc2C1	0%	8%	4%	4%	-6%	1%	4%	-6	1%	6%	-8%
CC1(C)Cc2cccc(OCC(=O)OCc3nnc(-c4ccc([N+](=O)[O-])cc4)o3)c2O1	3%	-1%	18%	17%	-1%	-3%	0%	-4	-5%	4%	1%
Oc1ccc(-c2[nH]nc(-c3ccccc3)c2-c2nc3ccccc3[nH]2)cc1	2%	-1%	-10%	-10%	-2%	-5%	3%	-5	-9%	-4%	-13%
CN(Cc1ccccc1)C(=O)CCc1ccccc1	11%	6%	19%	12%	-1%[46.1 µM]	0%	1%	-5	0%	9%	1%
O=C(COc1ccc(Cl)cc1)OCc1csc(Nc2ccccc2)n1	3%	-8%	11%	8%	9%[46.1 µM]	0%	0%	-10	-12%	-4%	-5%
COc1ccc(Cn2nnnc2CN2CCC(O)(c3ccccc3F)CC2)cc1	2%	-34%	-5%	?	2%	-1%	-8%	43	-4%	12%	0%
Fc1cnc(N2CCOCC2)nc1N1CCc2ccccc21	8%	-2%	23%	24%	-11%[46.1 µM]	-1%	-2%	-9	-3%	4%	2%
COC(=O)c1cccc2c1NC(=O)C2=O	-1%	-6%	-57%[inhibitor]	5%	0%	-1%	8%	0	1%	-12%	-3%
Going on with the list:
SMILES	Mito fusion act	BCR signal inh	Integrin act MD	ELG1 repair inh	TCR activator	PTAP TSG101 blk	Tb PFK block	TSHR antag	S-ASM inh	AT treatment	Eya2 phos inh
COc1cccc(/C=N/NC(=O)c2cccs2)c1	-4%	?	22%	?	10%	2%	4%	-1	-4%	-5%	-3%
C/C(=N\NC(=O)c1ccccc1O)c1ccc(NC(=O)c2ccccc2)cc1	-4%	?	-19%	?	3%	2%	2%	-5	-10%	1%	-13%
COc1ccc(NC(=O)Nc2ccncc2)c(OC)c1	7%	-6%	0%	-9%	0%	-5%	-1%	-10	-1%	5%	-3%
Cc1cc(C)cc(NS(=O)(=O)c2ccc3oc(=O)ccc3c2)c1	9%	1%	-9%	-14%	0%	-5%	-3%	9	0%	.	16%
Cc1[nH]c2ccc(C(=O)NCC(C)(C)N3CCOCC3)cc2c1C	-3%	3%	-16%	19%	-2%	-2%	4%	-20	3%	25%	-5%
O=C(NCC(c1ccco1)N1CCc2ccccc2C1)c1ccccc1 (stereo not drawn)	6%	-2%	-18%	9%	1%	-7%	-4%	-5	5%	-7%	6%
O=C(c1ccco1)N1CCN(Cc2cc(=O)c(OCc3ccccc3Cl)co2)CC1	-7%	-1%	3%	15%	-8%	-9%	-2%	4	3%	-2%	-10%
CN(CCc1ccccc1)C(=O)c1cccc(NC(=O)Cc2ccc([N+](=O)[O-])cc2)c1	.	-1%	-11%	13µM*	-1%	-1%	-6%	-8	-4%	2%	9%
COC(=O)c1c(C)oc(C)c1S(=O)(=O)N(Cc1ccccc1)C(C)C	-5%	0%	-9%	-26%	0%	-2%	1%	9	3%	10%	-1%
CC(C)c1nnc(NC(=O)CCC2CCCCC2)s1	-10%	6%	15%	?	1%	-5%	3%	6	-1%	-3%	3%
O=C(CSc1ccccc1)N1CCc2ccccc21	8%	?	7%	?	4%	-3%	5%	-4	-3%	0%	-31%
CCc1nnc(NC(=O)C(=O)NCCOC(=O)c2ccccc2Cl)s1	4%	-8%	0%	9%	5%	-6%	?	16	3%	0%	16%
NC(=O)Cn1nc([N+](=O)[O-])nc1Oc1ccc(Br)cc1	1%	-1%	3%	-7%	.	-3%	2%	-3	-2%	-6%	-15%

Screening results as filed in PubChem BioAssay.
